Screening data as filed in PubChem.
E-selectin induc = E-selectin induction in HUVECs, primary screen, imaging, HUVEC, immunofluorescence imaging, single point; 260,000 compounds, 0.37% hits; P16581; AID 686992, 2013; normalized: neutral wells 0, TNF-alpha wells 100; activation, % at 7.58 µM;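 active = mean E-selectin-positive cell signal at least 10% of the positive control, reached in at least 60% of replicates, without over 20% cell loss; inconclusive = no rule given, readout overlaps actives, possibly toxicity-flagged; inactive = the rest, including those meeting only one limit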;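 also: in these data hits start at about 27%; measured in HUVEC primary endothelial cells; signal is the percent of cells scored E-selectin positive by PE staining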
Target sequence (P16581 whole entry, looked up): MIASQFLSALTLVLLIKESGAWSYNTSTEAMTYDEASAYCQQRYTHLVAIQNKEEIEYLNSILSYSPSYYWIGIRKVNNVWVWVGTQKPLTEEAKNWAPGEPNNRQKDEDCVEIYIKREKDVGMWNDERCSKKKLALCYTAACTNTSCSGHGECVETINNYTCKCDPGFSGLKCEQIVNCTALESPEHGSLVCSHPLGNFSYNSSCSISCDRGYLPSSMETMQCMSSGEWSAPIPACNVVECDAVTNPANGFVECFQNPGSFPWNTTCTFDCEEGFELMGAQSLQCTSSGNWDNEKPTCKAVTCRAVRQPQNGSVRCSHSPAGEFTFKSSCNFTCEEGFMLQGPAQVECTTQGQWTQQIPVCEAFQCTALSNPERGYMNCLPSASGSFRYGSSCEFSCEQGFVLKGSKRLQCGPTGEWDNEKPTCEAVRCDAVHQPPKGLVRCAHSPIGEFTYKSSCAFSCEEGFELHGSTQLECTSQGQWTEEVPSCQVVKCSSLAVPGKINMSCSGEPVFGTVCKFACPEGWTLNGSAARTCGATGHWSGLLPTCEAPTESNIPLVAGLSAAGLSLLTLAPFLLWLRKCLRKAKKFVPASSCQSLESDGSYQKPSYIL
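Test system – human umbilical vein endothelial cells (HUVEC), E-selectin induction · Input – 3,000 HUVEC seeded per well · Buffer or medium – EGM-2, gelatin · Compound dosing – single-point compound dose · Detection – immunofluorescence imaging · Measure – percent E-selectin-positive cells · Controls – TNF-alpha high, DMSO low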
SIRT5 inh = SIRT5 desuccinylase inhibitors, primary screen, biochemical, fluorescence imaging, single point, set 5. Purified SirT5, succinyl-peptide AMC, trypsin-coupled fluorescence. AID 652115, 2013. 330,000 compounds, 1.1% hits. inhibition, % at 15 µM. NAD-dependent protein deacylase sirtuin-5, mitochondrial (Homo sapiens), Q9NXA8; in the data active = inhibition above about 15%; inconclusive = no clear call, values can overlap the other calls
Target sequence (Q9NXA8 whole entry, looked up): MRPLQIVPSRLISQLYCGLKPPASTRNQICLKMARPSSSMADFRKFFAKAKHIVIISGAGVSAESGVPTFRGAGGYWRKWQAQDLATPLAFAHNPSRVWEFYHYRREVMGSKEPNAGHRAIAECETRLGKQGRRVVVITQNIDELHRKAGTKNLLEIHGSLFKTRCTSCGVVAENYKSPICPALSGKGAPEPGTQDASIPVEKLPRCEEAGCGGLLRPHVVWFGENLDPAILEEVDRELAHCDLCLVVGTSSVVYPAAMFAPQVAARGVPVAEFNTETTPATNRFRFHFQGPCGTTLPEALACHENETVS
Statin myotox sup = suppressors of statin myotoxicity in C2C12 myotubes, primary screen, cell-based, single point, plate reader; C2C12 myotubes + simvastatin, ATP luminescence, 48 h; scaled: DMSO 0, geranylgeraniol control 100; rescue of ATP level, % at 7.49 µM; 330,000 compounds, 0.78% hits;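 active = mean ATP rescue above about 67%, or every replicate alone reaching that limit, limit read from the data, passing the limit was not always enough; inconclusive = no clear call, values can overlap the other calls; inactive = mean under the limit and some replicate under it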;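 also: myotubes were challenged with 10 µM simvastatin during compound exposure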
DENV2 CPE rescue = inhibitors of DENV2 cytopathic effect, primary screen, cell-based, plate reader, single concentration; DENV2-infected cells, cytopathic effect rescue; CPE inhibition, % at 9.99 µM; 350,000 compounds, 1.7% hits; in the data active = CPE inhibition above about 20%, passing the limit was not always enough; inconclusive = no clear call, values can overlap the other calls; tested in BHK-21 cells;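 also: 0% = median of neutral control wells and 100% = median of positive control wells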
PglD DTNB = C. jejuni PglD acetyltransferase inhibitors, primary screen, biochemical, DTNB colorimetric, single point; 360,000 compounds, 0.098% hits; inhibition, % at 12.5 µM; purified PglD enzyme, DTNB colorimetric CoA detection; UDP-N-acetylbacillosamine N-acetyltransferase PglD (Campylobacter jejuni); in the data active = inhibition above about 16%, passing the limit was not always enough; inconclusive = no clear call, values can overlap the other calls; also: strong numbers were not always called active
S100A4 MyoIIA = inhibitors of S100A4-myosin IIA peptide binding, primary screen, biochemical, fluorescence polarization, TAMRA-MyoIIA peptide | Protein S100-A4 (Homo sapiens), P26447 | inhibition, % at 10.7 µM | 360,000 compounds, 0.14% hits;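 active = mean inhibition of at least 70% across replicates, with every replicate also reaching that level; inconclusive = mean inhibition reaches 70% but some replicates fall short; inactive = mean inhibition below 70%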
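assay system = human S100A4 monomer with TAMRA-labelled myosin IIA peptide | also added = labelled myosin peptide probe, 5 nM | incubation = 5 min between mix addition and reading | control set = DMSO and TFP controls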
ERp5 inh = inhibitors of ERp5-driven insulin aggregation, primary screen, biochemical, turbidity, absorbance 650 nm, single point; 90 min; inhibition, % at 9.99 µM; 350,000 compounds, 0.05% hits;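 active = mean replicate inhibition above about 25%, with every replicate also reaching it, limit read from the data, passing the limit was not always enough; inconclusive = only one of those two criteria met; inactive = neither criterion met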
* marks the source's active call; other numbers are inactive results; u = inconclusive; x = not tested or not shown.

Molecule	E-selectin induc	SIRT5 inh	Statin myotox sup	DENV2 CPE rescue	PglD DTNB	S100A4 MyoIIA	ERp5 inh
O=C(C1CCC1)N1CCCCN2[C@H](C1)[C@H](c1ccc(-c3ccncc3)cc1)[C@@H]2CO	-0.1	4	-14	-2	-2	5	-4
Cc1cccc(CC(C)NC(=O)c2cc(COc3ccc(F)cc3F)on2)n1 (configuration not stated)	x	3	7	3	4	49	-2
CO[C@H]1CN(C)C(=O)c2cc(NC(=O)c3cc(C)on3)ccc2OC[C@H](C)N(C)C[C@@H]1C	-0.2	-1	6	1	0	-2	1
COc1cc(N)c2ncccc2c1OC	1.2	-1	6	-6	-4	57	-4
O=c1[nH]c(SCCOc2ccccc2F)nc2ccccc12	x	-3	x	-2	x	1	1
COc1ccccc1CN1C[C@@H]2C[C@@H](c3ccc(C)c(C)c3)N3CCC[C@@]23C1=O	x	-2	x	9	x	-12	2
C[C@H](CO)N1C[C@H](C)[C@H](CN(C)Cc2ccccn2)Oc2ncc(C#CCC3CCCC3)cc2C1=O	-0.1	-3	15	-1	8	4	2
COc1ccccc1CNS(=O)(=O)c1cccs1	x	89*	3	3	9	-3	-2
O=C(NCCCNC(=O)c1ccc(-c2cc(Cl)ccc2Cl)o1)c1cnccn1	x	-2	-13	3	0	-1	2
CO[C@@H](C(=O)N(C)C[C@@H]1OCc2ccccc2-c2c(n(C)c3ccccc23)C(=O)N([C@@H](C)CO)C[C@@H]1C)c1ccccc1	7.0	-5	22	2	2	0	-4

Reprinted from the part before: 2 compounds, followed by the next part.
Molecule	E-selectin induc	SIRT5 inh	Statin myotox sup	DENV2 CPE rescue	PglD DTNB	S100A4 MyoIIA	ERp5 inh
O=C(NCCCNC(=O)c1ccc(-c2cc(Cl)ccc2Cl)o1)c1cnccn1	x	-2	-13	3	0	-1	2
CO[C@@H](C(=O)N(C)C[C@@H]1OCc2ccccc2-c2c(n(C)c3ccccc23)C(=O)N([C@@H](C)CO)C[C@@H]1C)c1ccccc1	7.0	-5	22	2	2	0	-4
O=C(C1CCCC1)N1CC[C@H]2[C@H](CO)Nc3ccc(Br)cc3[C@H]21	0.0	-10	x	u	x	-27	-4
COc1ccc(/C=C/C(=O)Nc2cc(C)nn2-c2nc3ccccc3[nH]2)cc1	x	x	x	-9	x	0	-6
c1ccc2sc(N3CCCN(Cc4nc(-c5cnccn5)no4)CC3)nc2c1	-2.2	-9	0	-2	1	-8	7
COc1ccccc1CNC(=O)C[C@@H]1C[C@@H]2c3cc(NC(=O)c4ccc5c(c4)OCO5)ccc3O[C@@H]2[C@@H](CO)O1	0.3	6	13	4	-1	-4	3
CNC[C@H]1Oc2cc(-c3ccncc3)ccc2S(=O)(=O)N([C@@H](C)CO)C[C@H]1C	0.0	-4	-4	0	0	4	5
CCCOc1ccc(C(=O)Nc2ccc(S(=O)(=O)N3CCN(C)CC3)cc2)cc1	x	-1	-2	9	-4	0	0
CS(=O)(=O)c1ccc(NC(=O)CCN2C(=O)C3CC=CCC3C2=O)cc1 (configuration not stated)	0.2	1	-11	-10	-1	-1	2
O=[N+]([O-])c1cccc(C=NNc2ccccc2)c1	0.0	1	-1	10	10	4	-12
COC(=O)C1C(=O)C2=C(CC1C)Nc1ccccc1NC2c1cccs1 (configuration not stated)	x	-1	x	-4	x	-10	5
COC1OC(CO)C(N(C)C(C)=O)C1O (configuration not stated)	x	1	-5	5	-1	-1	1
O=C(c1ccc2c(c1)OCO2)N1CC(=O)N2[C@H](CO)[C@H](c3ccc(C#Cc4ccccc4)cc3)[C@@H]2C1	0.3	7	x	1	x	-9	-2
COc1ccc(NC(=O)CN(C)C(=O)CSc2nc3ccccc3s2)cc1	0.1	0	0	4	x	-11	0
Cc1csc(NC(=O)c2c(-c3c(F)cccc3Cl)noc2C)n1	x	-1	3	3	-4	-5	1
C/C=C/c1ccc([C@@H]2[C@H]3CN(C(=O)Cc4cccnc4)CC(=O)N3[C@H]2CO)cc1	0.3	3	x	16	x	27	-3
Cc1noc(C)c1S(=O)(=O)Nc1ccccc1Cl	x	-2	6	1	3	-3	0
CCCc1cc(=O)[nH]c(SCCCCN2C(=O)c3ccccc3C2=O)n1	0.2	-2	x	-6	x	-4	15
CCOc1cc(/C=C2\CN(CC)C/C(=C\c3ccc(O)c(OCC)c3)C2=O)ccc1O	x	-6	37	-1	-7	-7	2
COCc1c(C(=O)N/N=C/C2CC=CCC2)nnn1-c1nonc1N (configuration not stated)	0.9	-4	2	14	-6	1	8
C[C@@H]1CN([C@H](C)CO)C(=O)c2cccc(NC(=O)Nc3ccc4c(c3)OCO4)c2O[C@H]1CN(C)CC1CC1	0.0	4	0	-4	7	46	7
NC(=O)c1cc(S(=O)(=O)NCc2cccs2)cs1	x	-5	1	5	5	-5	-2
CCN(CC)C(=O)Oc1ccc2c(=O)c(-c3ccc(OC)cc3)coc2c1	x	-1	-30	x	0	-2	1
Cc1ccc(F)cc1S(=O)(=O)N1CCN(Cc2cccc(OCCO)c2)CC1	x	5	x	17	17	-3	-1
CCN(CC)S(=O)(=O)c1cc(OC)c(C)cc1C	x	0	x	15	x	3	-1
CC(=O)Nc1ccc(Nc2nc(-c3sc(NC(C)=O)nc3C)cs2)cc1	2.3	-1	-21	-1	3	6	-3
C[C@H](CO)N1C[C@H](C)[C@@H](CN(C)C(=O)Nc2ccccc2)Oc2c(NC(=O)CCCCCC(=O)Nc3ccccc3N)cccc2C1=O	1.0	1	-25	u	4	-3	-6
C[C@@H]1CCCCO[C@H](CN(C)Cc2ccc3c(c2)OCO3)[C@@H](C)CN([C@@H](C)CO)C(=O)c2cc(NC(=O)CCC(F)(F)F)ccc2O1	-0.3	-7	x	u	0	0	0
CCCCCCCCNS(=O)(=O)CCNCc1ccc(OC)cc1	0.2	-3	-1	-4	-1	-9	-1
O=C(NCC(c1ccco1)N1CCN(c2ccccc2F)CC1)C1CCCCC1 (configuration not stated)	x	20*	13	-6	4	8	-5
COC(=O)c1ccc(NCc2cc(O)ccc2O)cc1	-0.1	-1	x	-6	x	0	1
CO[C@@H]1CN(C)C(=O)c2cc(NC(=O)C3CC3)ccc2OC[C@@H](C)N(C(=O)Cc2ccccn2)C[C@@H]1C	-0.1	10	-3	18	-2	4	-1
c1ccc2c(c1)nc1n2CCC1	0.4	-1	3	-6	7	-8	-3
COc1ccc(-n2c(SCC(=O)N3CCC(C(=O)O)CC3)nc3ccccc3c2=O)cc1OC	x	1	-26	4	-3	-1	3
CCOC(=O)N(C)c1c(CC)nc2c(OCc3ccc(F)cc3)cccn12	0.0	0	-23	2	1	-2	-1
COc1cc(OC)c2ccc(=O)oc2c1C(CC(=O)N1CCCC1)c1ccc(N(C)C)cc1 (configuration not stated)	x	-2	26	0	6	0	9
Cc1c(Cl)cccc1NC(=O)CSC(N)=O	0.3	-1	14	0	-1	1	-4
Cc1cc(C)n(CCCNC(=O)c2ccc(S(=O)(=O)NCc3ccco3)cc2)n1	x	-7	10	x	1	2	2
N#C[C@@H]1[C@H](c2ccc(C3=CCCC3)cc2)[C@@H](CO)N1C(=O)c1cccc(F)c1	-0.4	0	-4	1	-1	-15	2
O=C(NC(=S)Nc1ccc(CN2CCOCC2)cc1)c1ccc(-c2cccc(Cl)c2)o1	0.0	2	-24	-14	x	-4	3
O=C1NC2(CCCC2)C(=O)N1Cc1cc(=O)n2ccsc2n1	1.1	1	x	2	x	-4	0
Cc1ccc(C(C)C)c(OCC(=O)NN=C2CCCC2)c1	-0.1	-11	x	9	x	-11	-1
O=C(Nc1ccccc1-c1nc2ccccc2s1)C1=COCCO1	0.1	9	x	8	x	-2	-6
C[C@@H]1CCCCO[C@H](CN(C)C(=O)Nc2cccc3ccccc23)[C@H](C)CN([C@@H](C)CO)C(=O)c2cc(NS(=O)(=O)c3ccc(Cl)cc3)ccc2O1	x	3	192*	8	-3	5	-1
CCOC(=O)c1c(C)oc2cc(Br)c(OC(C)C(=O)OCC)cc12 (configuration not stated)	x	x	9	x	6	9	x
Cc1ccn(CCC(=O)N2CCCC(CCC(=O)NCc3ccc(F)c(F)c3)C2)n1 (configuration not stated)	x	-1	x	-1	x	-2	-6
Cc1noc(C)c1S(=O)(=O)Nc1cccc2c1O[C@@H](CN(C)Cc1ccc(Oc3ccccc3)cc1)[C@@H](C)CN([C@@H](C)CO)C2=O	-4.1	3	6	-3	1	0	-4
NS(=O)(=O)c1ccc(CCNC(=O)CCc2nc3sc4c(c3c(=O)[nH]2)CCCC4)cc1	-1.1	0	4	2	2	-8	1
Cc1ccc(S(=O)(=O)Nc2ccc3c(c2)C(=O)N([C@H](C)CO)C[C@H](C)[C@@H](CN(C)C(=O)Nc2cccc4ccccc24)O3)cc1	0.1	-3	0	41*	1	2	-3
O=C(Cc1cccc2ccccc12)Nc1ccc(Br)cc1C(=O)O	x	0	-7	-4	4	3	2
COc1cccc(NC(=O)N2[C@@H](CO)[C@@H](c3ccccc3)[C@@H]2CNCC(C)C)c1	0.0	5	-35	-9	-2	14	3
CCc1c(C)nc2ncnn2c1NCCc1ccc(OC)cc1	x	-7	-61	-6	4	5	0

The list goes on:
Molecule	E-selectin induc	SIRT5 inh	Statin myotox sup	DENV2 CPE rescue	PglD DTNB	S100A4 MyoIIA	ERp5 inh
COC(=O)CN1C(=O)COc2ccc(S(=O)(=O)N3CCOCC3)cc21	x	-5	1	-5	7	-2	-1
CC(C)c1ccc(/C=c2\sc3n(c2=O)C(N)=C(C#N)C(c2ccc(C(C)C)cc2)C=3C(N)=O)cc1 (configuration not stated)	0.7	1	-35	-4	1	4	5
Cc1[nH]c2ccccc2c1/C=N/Nc1ccccc1[N+](=O)[O-]	-0.1	-1	x	-2	x	9	-5
CC1(C(=O)N2Cc3ccccc3C2)CCN1C(=O)C1(c2ccccc2)CC1 (configuration not stated)	-0.7	-2	2	4	4	3	7
O=C(CSc1nccc(=O)[nH]1)Nc1ccc(Oc2ccccc2)cc1	x	-1	-9	-1	0	2	0

These rows are one share of the data; rates above refer to the full screens.
